TexasRed fluor – counter-screen for TRb-SRC2 inhibitors: fluorescence interference; TRb/SRC2 Texas Red total fluorescence interference; AID 1479; Potency, µM (titrated, usually from 106 µM), for inactives: top-dose fluorescence change, negative = quenching; 280,000 compounds, 0.29% hits; active = well fitted curve in either direction with a large enough effect; inconclusive = small, poorly fitted or top-dose-only effect
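Human TRb ligand-binding domain at 0.6 uM with 20 nM Texas Red SRC2 peptide in Tris buffer containing 1 uM T3 and 5% DMSO, incubated with compound 5 h at ambient temperature. Total fluorescence (555/632 nm) calculated as parallel + 2 × perpendicular.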
ALDH1A1 block – blocks purified human ALDH1A1 activity | 220,000 compounds, 7.3% hits | Potency, µM (top dose mostly 75.3 µM), for the others: at the highest dose activity, negative = inhibition, most hits filed as inhibitors | AID 1030 | Purified ALDH1A1, NADH fluorescence, propionaldehyde substrate; active = well fitted inhibition curve with a large enough effect, not every such curve was filed as active; inconclusive = small, poorly fitted or top-dose-only effect, or another doubt; inactive = no such curve, though single readings can be large or run the other way;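 also: plate controls were no enzyme wells and a reference inhibitor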
L3MBTL1 block – inhibitors of human L3MBTL1. AlphaScreen L3MBTL1–H3K9me1 peptide binding. Potency, µM (titrated, usually from 57.1 µM), without a hit: at the top dose activity, negative = inhibition, hits mostly inhibitors. 230,000 compounds, 0.66% hits; also: nearly all actives have a fitted effect of over 60% in size
Target sequence (Q9Y468 whole entry, looked up): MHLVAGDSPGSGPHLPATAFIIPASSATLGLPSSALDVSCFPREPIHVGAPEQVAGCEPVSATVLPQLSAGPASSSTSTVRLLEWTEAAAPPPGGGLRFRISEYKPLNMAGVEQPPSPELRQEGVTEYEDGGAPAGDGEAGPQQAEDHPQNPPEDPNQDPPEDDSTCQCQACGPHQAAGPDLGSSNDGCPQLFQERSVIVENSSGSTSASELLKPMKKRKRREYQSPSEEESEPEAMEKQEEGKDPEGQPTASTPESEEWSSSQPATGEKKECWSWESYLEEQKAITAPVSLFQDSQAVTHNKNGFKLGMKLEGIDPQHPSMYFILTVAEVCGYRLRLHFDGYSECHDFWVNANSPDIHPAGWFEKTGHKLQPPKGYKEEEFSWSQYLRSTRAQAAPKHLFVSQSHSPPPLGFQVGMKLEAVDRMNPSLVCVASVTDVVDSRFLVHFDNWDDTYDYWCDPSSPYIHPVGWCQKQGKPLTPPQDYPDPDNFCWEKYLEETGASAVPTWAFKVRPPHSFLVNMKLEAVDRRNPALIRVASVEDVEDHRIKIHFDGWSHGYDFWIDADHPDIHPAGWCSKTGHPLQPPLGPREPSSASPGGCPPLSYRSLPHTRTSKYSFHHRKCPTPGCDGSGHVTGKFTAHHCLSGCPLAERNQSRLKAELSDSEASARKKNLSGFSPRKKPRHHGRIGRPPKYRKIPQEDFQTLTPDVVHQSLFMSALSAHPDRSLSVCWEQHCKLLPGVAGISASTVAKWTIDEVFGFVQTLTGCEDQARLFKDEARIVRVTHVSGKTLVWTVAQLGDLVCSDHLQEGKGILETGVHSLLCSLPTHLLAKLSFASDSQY
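L3MBTL1 50 nM + b-AHA-H3(1-15)K9me1 75 nM, 30 min RT; compound added, 30 min RT; streptavidin donor/Ni-chelate acceptor beads 10 ug/mL each final, 30 min RT dark; AlphaScreen read.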
GLA spleen mod – inhibits or activates alpha-galactosidase in human spleen homogenate; 240,000 compounds, 0.008% hits; Potency, µM (series often up to 80 µM), for inactives: at the highest dose activity change, negative = inhibition, usual class: inhibitors; P06280; human spleen homogenate, 4MU-alpha-Gal fluorescence, 40 min;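 also: 0% = enzyme with vehicle and -100% = no enzyme basal signal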
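Inhibition or activation of alpha-galactosidase in human spleen homogenate is scored by 4-MU fluorescence after 40 min at 37C, pH 5.0, with 1 mM substrate. AC50s come from concentration-response fitted to the Hill equation.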
Tau ThT inhib – inhibitors of human tau fibril formation, thioflavin T binding | P10636 | recombinant tau K18 P301L, heparin-induced fibrillization, ThT fluorescence | Potency, µM (doses to about 57.4 µM), without a hit: at the highest dose activity, negative = inhibition, usual class: inhibitors | 270,000 compounds, 2.1% hits | AID 1460; also: nearly all actives have a fitted effect of over 55% in size
Target sequence (P10636 561-689 P618L limits assumed): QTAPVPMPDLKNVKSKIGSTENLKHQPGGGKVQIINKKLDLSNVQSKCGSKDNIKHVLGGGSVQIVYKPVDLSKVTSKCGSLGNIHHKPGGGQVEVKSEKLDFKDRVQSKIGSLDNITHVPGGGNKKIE
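Tau K18 P301L fragment (15 uM unlabeled plus 0.24 uM Alexa 594-labeled) in 100 mM sodium acetate pH 7 with compound, fibrillization induced by 20 uM heparin for 6 hr at 37 C. Thioflavin T (30 uM) added, fluorescence read after 1 hr (ex 450, em 510 nm).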
TRb-SRC2 inh – disrupts binding of human TR beta to SRC2 | Potency, µM (doses to about 106 µM), inactives show top-dose activity change, negative = inhibition, actives largely listed as inhibitors | TRbeta-SRC2 peptide binding, fluorescence polarization; receptor liganded with 1 µM T3 | P10828 | 280,000 compounds, 0.065% hits;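 also: plate controls were bound peptide for no effect and peptide without receptor for full effect; nearly all actives have a fitted effect of over 50% in size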
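Assay buffer: 20 mM Tris-HCl, 100 mM NaCl, 10% glycerol, 1 mM EDTA, 0.01% NP-40, 1 mM DTT, 1 uM T3, 5% DMSO; TRb LBD 0.6 uM, Texas Red SRC2 20 nM; FP after 5 hr.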
Tau fluor cs – counter-screen for tau fibril formation inhibitors | tau K18 P301L Alexa594 fluorescence, heparin fibrillization | Potency, µM (series often up to 57.7 µM), without a hit: at the highest dose activity change, negative = decrease | 280,000 compounds, 0.93% hits; also: nearly all actives have a fitted effect of over 55% in size
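Human tau K18 P301L (15 uM unlabeled, 0.24 uM Alexa 594-labeled) in 100 mM sodium acetate pH 7 with 20 uM heparin, 6 hr at 37 C. ThT 30 uM added, 1 hr ambient; Alexa 594 FP and total fluorescence read at 555/632 nm.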
Tau fibril FP – tau fibrillization inhibition (FP); P10636; K18 P301L tau heparin fibrillization, Alexa594 FP, 6 h; Potency, µM (doses to about 57.7 µM), inactives show top-dose activity, negative = inhibition, most hits filed as inhibitors; 280,000 compounds, 0.39% hits; AID 1468; also: nearly all actives have a fitted effect of over 55% in size
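FP of Alexa 594-tau after heparin (20 uM) induction. Substrate: human K18 P301L, 15 uM unlabeled, 0.24 uM labeled. Buffer 100 mM sodium acetate pH 7. 6 hr, 37 C.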
* marks the source's active call; other numbers are inactive results; ? = inconclusive; / = not tested or not shown; [ ] = another dose, or the depositor's remark. Unless noted, calls follow the shape of the dose curve; as a rule, active = well fitted curve in the direction sought with a large enough effect; inconclusive = small, poorly fitted or top-dose-only effect, or another doubt; inactive = no such curve, though single readings can be large; an effect the other way counts as inactive or inconclusive. Unless noted, % is scaled to controls: 0 for no effect and ±100 for the full control effect; potency is read from the fitted curve at half-maximal effect.

Sample of the layout:
item	mol	TexasRed fluor	ALDH1A1 block	L3MBTL1 block	GLA spleen mod	Tau ThT inhib	TRb-SRC2 inh	Tau fluor cs	Tau fibril FP
1	Cc1ccc(C(c2sc3nc(C)nn3c2O)N2CCN(c3ccc(F)cc3)CC2)cc1 (stereo unspecified)	-1%	0%	-1%	2%	-23%	-3%	-10%	16%
2	Cc1ccc(CCNC(=O)c2ccc3c(c2)N(Cc2cccc(C)c2)C(=O)c2ccccc2S3(=O)=O)cc1	-8%	/	/	/	1%	2%	-28%	?

This part in full, from the start:
item	mol	TexasRed fluor	ALDH1A1 block	L3MBTL1 block	GLA spleen mod	Tau ThT inhib	TRb-SRC2 inh	Tau fluor cs	Tau fibril FP
1	Cc1ccc(C(c2sc3nc(C)nn3c2O)N2CCN(c3ccc(F)cc3)CC2)cc1 (stereo unspecified)	-1%	0%	-1%	2%	-23%	-3%	-10%	16%
2	Cc1ccc(CCNC(=O)c2ccc3c(c2)N(Cc2cccc(C)c2)C(=O)c2ccccc2S3(=O)=O)cc1	-8%	/	/	/	1%	2%	-28%	?
3	O=C(NCCc1ccccc1)c1ccc(CS(=O)(=O)Cc2ccccc2F)o1	-2%	-8%	/	-2%	-14%	3%	-8%	-5%
4	O=C(O)CCCc1nc(-c2ccc(Cl)cc2)no1	-2%	-4%	/	-2%	-7%	-8%	-2%	2%
5	CC(=O)Oc1ccccc1N(C(C)=O)S(=O)(=O)c1ccc2ccccc2c1	0%	-3%	2%	-7%	-7%	-10%	-2%	5%
6	COc1ccccc1N1CCN(/N=C\c2sccc2C)CC1	1%	8%	/	1%	?	3%	-23%	15%
7	COC(=O)[C@@H](NC(=O)Nc1ccc2c(c1)OCCO2)C(C)C	-2%	5%	8%	-16%	-8%	-8%	-3%	3%
8	Cn1c(N/N=C2\CCCc3ccccc32)nc2c1c(=O)n(Cc1ccccc1)c(=O)n2C	0%	8%	3%	6%	-7%	-2%	-13%	17%
9	O=C(NCc1ccc2c(c1)OCO2)c1ccc(CSCc2ccccc2Cl)o1	-10%	?	-2%	6%	-15%	8%	-18%	?
10	Cc1cccn2c(=O)c(/C=C(\C#N)c3nc4ccccc4[nH]3)c(Oc3ccc(C(C)(C)C)cc3)nc12	1%	/	/	/	-6%	8%	-11%	0%
11	CCC1CCC(C(=O)NNC(=O)c2cc(-c3ccco3)[nH]n2)CC1 (stereo unspecified)	-2%	-9%	-5%	-2%	?	6%	-12%	1%
12	CCOc1ccccc1C(=O)Nc1nn[nH]n1	0%	4%	7%	10%	-4%	1%	4%	-2%
13	Cc1ccn2c(Nc3ccc(C(C)C)cc3)c(-c3cccs3)nc2c1	-2%	/	/	/	-5%	-4%	-24%	2%
14	COc1ccc(/C(C)=C2/SC(=S)N(CCC(=O)O)C2=O)cc1	-1%	?	/	9%	?	-1%	-6%	0%
15	O=C(Nn1c(-c2ccccc2)nc2ccccc2c1=O)c1ccc([N+](=O)[O-])cc1	-3%	2%	-1%	5%	-10%	-7%	-18%	8%
16	O=c1cc(CSc2nnc(C3CC3)n2Cc2ccccc2)nc2sccn12	3%	-10%	-2%	6%	-10%	0%	-4%	-9%
17	COCCn1c(SCC(=O)Nc2ccc(S(=O)(=O)N(C)C)cc2)nc2ccccc21	3%	-10%	/	1%	3%	-12%	-20%	-7%
18	NC(=O)CSc1nnnn1-c1ccc2c(c1)OCCO2	2%	0%	9%	6%	-11%	6%	-4%	-7%
19	CCOc1cc(C#N)c(NC(=O)CSc2nnnn2-c2ccc(OC)cc2)cc1OCC	-1%	-13%	-6%	7%	-9%	-5%	-6%	5%
20	COc1ccc2c(c1)O[C@@H](c1ccc3c(c1)OCO3)[C@H](OC(=O)N[C@H](C)C1CCCCC1)C2=O	-1%	3%	/	-20%	?	-3%	-20%	0%
21	O/N=C1\CCCc2oc3c(c21)CCCC3	-1%	4%	-7%[11.4 µM]	2%	-2%	-7%	1%	-4%
22	CCOC(=O)c1[nH]nc2c1C(=O)N(CC)C2=O	-1%	10%	2%	5%	2%	7%	-2%	4%
23	CNC(=S)N/N=C/c1cn(CCOc2cccc(OC)c2)c2ccccc12	-4%	?	-17%	4%	?	-1%	?	15%
24	O=C(c1ccc2[nH]c3c(c2c1)CCCC3)N1CCN(c2ccc(F)cc2)CC1	-1%[53 µM]	17%	?	1%	?	0%[53 µM]	-29%	?
25	CCOC(=O)c1sc(-n2[nH]c(C)cc2=O)nc1C	-1%	?	8%	-9%	?	2%	-18%	-1%
26	Cc1cc(C)n(C2CC(=O)N(c3ccc(C)c(Cl)c3)C2=O)n1 (stereo unspecified)	-3%	/	53%[activator]	4%	-13%	2%	-19%	-3%
27	CCc1ccc(OCC(=O)N(Cc2ccc(C)cc2)Cc2ccco2)cc1	6%	/	/	/	-11%	4%	-5%	0%
28	CCOc1cc(C(=S)N2CCCCC2)ccc1OS(=O)(=O)c1ccc(Cl)cc1	-5%	1%	?	-13%	-7%	8%	-17%	-2%
29	CCCCCN(C(=O)NC(=O)Nc1ccccc1OC)S(C)(=O)=O	-2%	6%	3%	6%	-8%	-8%	-11%	-9%
30	Cc1cc(N2CCOCC2)c2c(N)c(Br)cc(C)c2n1	-7%	-1%	/	3%	-16%	-3%	-23%	-2%
31	COc1ccccc1OCCCn1c(-c2ccc(Cl)cc2)nc2ccccc2c1=O	-3%	/	/	/	-4%	1%	-12%	-11%
32	COc1ccc(S(=O)(=O)N2CCC(C(=O)OCC(=O)c3ccccc3)CC2)cc1[N+](=O)[O-]	0%	-1%	4%	-8%	0%	2%	-5%	2%
33	COC(=O)c1ccsc1NC(=O)c1cccc(OC)c1	1%	-9%	44%[activator]	-3%	-14%	-4%	-19%	-10%
34	CC(C)(C)c1ccc(Cn2nnc3c(=O)[nH]c(C4CCN(C(=O)Cc5cccs5)CC4)nc32)cc1	-1%	9%	-6%	-1%	?	-1%	-17%	-4%
35	Cc1ccc(/C=N\NC(=O)c2ccc(Cn3cc(Br)c([N+](=O)[O-])n3)o2)o1	-5%	-1%	-2%	4%	7%	-1%	-19%	10%
36	CCOc1ccc(C(=O)Nc2nnc(C(C)C)s2)cc1OCC	0%	25µM*	/	6%	-2%	7%	-3%	-3%

One compound at a time (already shown). Order of values: TexasRed fluor, ALDH1A1 block, L3MBTL1 block, GLA spleen mod, Tau ThT inhib, TRb-SRC2 inh, Tau fluor cs, Tau fibril FP
`CCOC(=O)c1sc(-n2[nH]c(C)cc2=O)nc1C` in the list: -1%, ?, 8%, -9%, ?, 2%, -18%, -1%
`COC(=O)c1ccsc1NC(=O)c1cccc(OC)c1` in the list: 1%, -9%, 44%[activator], -3%, -14%, -4%, -19%, -10%

(listing goes on)
item	mol	TexasRed fluor	ALDH1A1 block	L3MBTL1 block	GLA spleen mod	Tau ThT inhib	TRb-SRC2 inh	Tau fluor cs	Tau fibril FP
37	C/C(=N/NC(=O)c1ccc(C)nc1)c1ccc2c(c1)CCCC2	0%	?	/	5%	?	-5%	-10%	-6%
38	Cc1c(Cl)cccc1NC(=O)N1CCCN(c2nc(-c3ccccc3)ns2)CC1	1%	-7%	-4%	0%	-4%	9%	-26%	-10%
39	Cc1cccc(NC(=O)/C(C#N)=C/c2ccco2)c1	-6%	/	/	/	-17%	1%	-15%	-12%
40	COc1ccc(-c2ccc3c(N)c(C(=O)NCc4ccc(C)cc4)sc3n2)cc1	-5%	/	/	/	-8%	7%	?	-5%
41	CCCC(=O)N1CCN(c2ccc(NC(=O)c3cc4ccccc4o3)cc2Cl)CC1	-5%	?	-1%	-3%	?	-14%	?	5%
42	CC1(C(=O)O)COC(c2ccc([N+](=O)[O-])cc2)OC1 (stereo unspecified)	-5%	-1%	/	1%	-9%	-1%	-9%	-14%
43	Cc1cc(NC(=O)CN2CCCCC2C)nc2c1c(=O)oc1ccccc12 (stereo unspecified)	-1%	-2%	6%	0%	-2%	2%	0%	0%
44	CCOc1ccc(C(=O)N2CCN(CCc3ccccn3)CC2)cc1	1%	/	/	/	-1%	5%	-3%	-2%
45	NNC(=O)/C(=N/Nc1ccccc1)S(=O)(=O)c1ccc(Cl)cc1	-4%	13µM*	-13%	-10%	?	6%	-21%	-6%
46	O=[N+]([O-])C(=C1NCCN1)C(Cl)=C(Cl)Cl	1%	-2%	4%	-6%	-15%	-2%	-12%	-11%
47	Cc1c(C(c2ccc(N(C)C)cc2)c2c(C)n(C)n(-c3ccccc3)c2=O)c(=O)n(-c2ccccc2)n1C	1%	18µM*	/	3%	-18%	9%	-7%	0%
48	O=C(CCc1nnc(Cc2ccc(-c3ccccc3)cc2)o1)NCC1CC1	-7%	1%	-1%	3%	-10%	-3%	-8%	0%
49	COC(=O)NC(CC(C)=O)c1ccccc1 (stereo unspecified)	0%[11.2 µM]	21%[13.5 µM]	/	2%[17.5 µM]	-6%[11.5 µM]	4%[11.2 µM]	-9%[11.6 µM]	-3%[11.6 µM]
50	Cc1ccccc1-n1sc2cc(F)ccc2c1=O	-1%	0.56µM*	/	3%	10µM*	-4%	-14%	25µM*
51	COc1ccc(CNC(=O)C(c2ccco2)N(C(=O)CNS(=O)(=O)c2ccccc2)c2ccccc2C)cc1 (stereo unspecified)	-3%	-12%	-4%	1%	-2%	0%	-10%	10%
52	CCN(CC)C(=O)C(=O)Nc1ccc(Oc2ccccc2)cc1	-3%	?	2%	0%	4%	-7%	11%	9%
53	Cn1ncc(Cl)c1C(=O)NCc1ccco1	-2%	?	6%	1%	?	-6%	-4%	-9%
54	O=C1NC(c2ccccc2Cl)Nc2ccccc21 (stereo unspecified)	0%	?	3%	11%	-7%	-3%	-3%	-1%
55	COc1ccc(N=C2SCC(c3ccccc3)=NN2C)cc1	2%	-3%	-8%	1%	?	2%	?	1%
56	CC1(C)CC(=O)C(C(C2=C(O)CC(C)(C)CC2=O)c2ccc([N+](=O)[O-])cc2)C(=O)C1 (stereo unspecified)	-3%	?	-7%	-3%	?	3%	-18%	?
57	O=C(CN1CCCCCCC1)Nc1cccc(Cl)c1Cl	0%	-5%	14%	6%	1%	-4%	4%	5%
58	NC(=O)C1CCN(C(=S)c2ccc(-c3ccc(Br)cc3)o2)CC1	-1%	-6%	/	4%	?	-1%	-11%	-8%
59	Cc1c(NS(=O)(=O)N2CCCCC2)c(=O)n(-c2ccccc2)n1C	-2%	-3%	/	11%	-7%	-7%	-1%	-2%

Source: PubChem BioAssay

This is a random part of the collection. About 8.5% of those tested had a hit in this group.
